NCI-60 one-dose screen, 48 h, at 10 µM unless noted. Numbers give growth in % (100 = growth as untreated, 0 = no growth, -100 = all killed).
OVCAR-4: OVCAR-4 ovarian cancer cells. 3.7% of 80,000 active. AID 1794784
PC-3: PC-3 prostate cancer cells | AID 1794754 | 3.9% of 80,000 active
SW-620: SW-620 colon cancer; 5.2% of 82,000 active
OVCAR-8: OVCAR-8 ovarian cancer | 4.4% of 81,000 active | AID 1794782
DU-145: DU-145 prostate cancer | 4.2% of 81,000 active | AID 1794760
KM12: KM12 colon cancer cells | 5% of 82,000 active | AID 1794800
HCC-2998: HCC-2998 colon cancer; 4.7% of 79,000 active
OVCAR-3: OVCAR-3 ovarian cancer | 7% of 79,000 active
OVCAR-5: OVCAR-5 ovarian cancer; AID 1794783; 2.9% of 82,000 active
* hit, by the source's call; . = no result given; & = joins results of further samples. Rule for the calls: active = growth percent below 10; inactive = the rest.

SMILES	OVCAR-4	PC-3	SW-620	OVCAR-8	DU-145	KM12	HCC-2998	OVCAR-3	OVCAR-5
CCCCCN(CCCCC)CCCCCCCCN1CCCc2ccccc21	96	79	83	89	101	73	75	72	107
CN(C)c1ncnc2[nH]ncc12	118&110	102	98&104	111&104	118&105	109&107	105&111	112&108	107&98
O=C1c2ccccc2C(=O)c2c(SC(=S)N3CCCC3)cccc21	86	92	92	99	112	102	108	108	94
Oc1cccc2ccc(-c3ccccc3)nc12	96	40	99	101	109	105	103	91	96
OCC1OC(OCC2OC(OC3(CO)OC(CO)C(O)C3O)C(O)C(O)C2O)C(O)C(O)C1O (stereo not drawn)	107	103	107	101	107	122	104	117	103
Oc1cccc(-c2nc(-c3n[nH]c(=S)o3)cc3c2[nH]c2ccccc23)c1	102	97	101	111	110	104	96	126	100
Fc1cccc(-n2ncc3c(Nc4ccc(-c5nnc(Nc6ccccc6)s5)cc4)ncnc32)c1	98	108	101	103	112	100	102	113	110
O=C(Nc1cccc(Cl)c1)Nc1nc2cc([N+](=O)[O-])ccc2o1	3.6*	30	22	34	53	26	39	-0.9*	76
C=C(C)[C@@H]1CC[C@]2(C(=O)Nc3ccc(S(=O)(=O)c4ccc(NCCCN)cc4)cc3)CC[C@]3(C)[C@H](CC[C@@H]4[C@@]5(C)CC[C@H](O)C(C)(C)[C@@H]5CC[C@]43C)[C@@H]12	96	91	102	111	106	112	104	107	104
CCCCCCCCCCCC(C)O (stereo not drawn)	77	90	102	97	103	103	111	95	99
Nc1nn(-c2ccc(Br)cc2)c2cccc[n+]12	96	101	103	95	108	104	114	104	106
O=C1NCC(c2cc3ccc4ccccc4c3[nH]c2=O)Nc2ccccc21 (stereo not drawn)	106	89	92	78	77	99	98	107	101
CC(=O)N1CCN(C(=O)Cn2c(-c3ccc(C)cc3)csc2=N)CC1	97	65	98	98	110	99	101	108	122
[N-]=[N+]=Nc1ccc(-c2cc3cnc4ccccc4c3oc2=O)cc1	119	100	106	108	107	109	100	108	97
CCO/C=N/C1=C(C#N)C(c2ccc(Cl)cc2)c2c(c3ccc(C)cc3[nH]c2=O)O1 (stereo not drawn)	85	84	85	90	103	97	100	103	83

Entries above that have an NH in an aromatic ring (4):
SMILES	OVCAR-4	PC-3	SW-620	OVCAR-8	DU-145	KM12	HCC-2998	OVCAR-3	OVCAR-5
CN(C)c1ncnc2[nH]ncc12	118&110	102	98&104	111&104	118&105	109&107	105&111	112&108	107&98
Oc1cccc(-c2nc(-c3n[nH]c(=S)o3)cc3c2[nH]c2ccccc23)c1	102	97	101	111	110	104	96	126	100
O=C1NCC(c2cc3ccc4ccccc4c3[nH]c2=O)Nc2ccccc21 (stereo not drawn)	106	89	92	78	77	99	98	107	101
CCO/C=N/C1=C(C#N)C(c2ccc(Cl)cc2)c2c(c3ccc(C)cc3[nH]c2=O)O1 (stereo not drawn)	85	84	85	90	103	97	100	103	83

More compounds follow:
SMILES	OVCAR-4	PC-3	SW-620	OVCAR-8	DU-145	KM12	HCC-2998	OVCAR-3	OVCAR-5
Cc1[nH]c(C(=O)Nc2ccc(C(N)=O)cc2NC(C)C)c(Cl)c1Cl	92	77	96	92	100	99	108	96	104
CSc1ncnc2[nH]ccc12	112	114	106	107	122	116	108	118	105
C=CCCC(C)CC (stereo not drawn)	96	106	105	106	110	112	105	110	99
Nc1cc2ccccc2cc1C(=O)O	115	92	104	93	112	110	100	104	92
CCCCC(=O)NC(c1cccnc1)c1cc(Cl)c2cccnc2c1O (stereo not drawn)	104	109	112	113	116	107	99	115	105
O=c1cc(OCCCCSC(=S)N2CCOCC2)c2ccccc2o1	96	92	103	88	96	101	98	105	98
COc1cc(NC(=O)Nc2ccc3c(ccn3C(=O)c3cccc(F)c3)c2)cc(OC)c1	66	83	102	66	91	84	105	.	99
CC(=O)Nc1nc(-c2ccccc2)cs1	95	95	101	99	99	103	110	105	99
CCOCN1CCCCC1	122	95	109	105	119	108	109	110	98
COc1ccc(/C=C/c2nn3c(-c4ccco4)nnc3s2)cc1	97	107	98	99	97	101	97	107	96
COc1ccccc1-c1nc2cc(C(=O)Nc3ccccc3)ccc2n1C1CCCCC1	103	103	106	105	104	93	107	104	93
COc1c(N2CC3CCCNC3C2)c(F)cc2c(=O)c(C(=O)Oc3ccc(-c4cssc4=S)cc3)cn(C3CC3)c12 (stereo not drawn)	114	93	106	97	117	104	115	126	116
Oc1ccc(Cc2ccc(O)c(C3CC(c4ccc(Cl)cc4)=NN3)c2)cc1C1CC(c2ccc(Cl)cc2)=NN1 (stereo not drawn)	44	24	14	16	33	12	11	10.0*	38
N#Cc1ccc(C(F)(F)F)nc1N1CCC(C(=O)Nc2ccc(Cl)cc2)CC1	69	51	75	76	87	91	69	99	77
Fc1ccc(Nc2nnc(-c3cc(F)c(F)c(F)c3)o2)cc1	97	100	101	101	106	99	121	112	105

Five entries from above, in markdown.
| molecule | OVCAR-4 | PC-3 | SW-620 | OVCAR-8 | DU-145 | KM12 | HCC-2998 | OVCAR-3 | OVCAR-5 |
| --- | --- | --- | --- | --- | --- | --- | --- | --- | --- |
| CCCCCCCCCCCC(C)O (stereo not drawn) | 77 | 90 | 102 | 97 | 103 | 103 | 111 | 95 | 99 |
| Nc1nn(-c2ccc(Br)cc2)c2cccc[n+]12 | 96 | 101 | 103 | 95 | 108 | 104 | 114 | 104 | 106 |
| O=C1NCC(c2cc3ccc4ccccc4c3[nH]c2=O)Nc2ccccc21 (stereo not drawn) | 106 | 89 | 92 | 78 | 77 | 99 | 98 | 107 | 101 |
| CC(=O)N1CCN(C(=O)Cn2c(-c3ccc(C)cc3)csc2=N)CC1 | 97 | 65 | 98 | 98 | 110 | 99 | 101 | 108 | 122 |
| [N-]=[N+]=Nc1ccc(-c2cc3cnc4ccccc4c3oc2=O)cc1 | 119 | 100 | 106 | 108 | 107 | 109 | 100 | 108 | 97 |

Additional compounds follow.
SMILES	OVCAR-4	PC-3	SW-620	OVCAR-8	DU-145	KM12	HCC-2998	OVCAR-3	OVCAR-5
O=c1cc[nH]c2c(Cl)cccc12	99	91	103	92	109	104	81	86	77
CC(=O)N1CCCC2=C1CCCCCC2	99	101	105	98	126	104	112	115	111
CC(C)C[C@@H]1NC(=O)[C@H](Cc2ccccc2)NC(=O)[C@@H]2CCCN2C(=O)[C@H]([C@@H](C)O)NC(=O)[C@@H]2CCCN2C(=O)[C@H](Cc2ccc(O)cc2)NC(=O)[C@@H]2CCCN2C(=O)[C@H](Cc2ccccc2)NC(=O)[C@@H]2CCCN2C(=O)[C@H](CC(C)C)NC1=O	112	93	106	102	138	105	119	115	104
Cc1ccc(C(=O)Nc2ccc3c(c2)CN(C2CCC(=O)NC2=O)C3=O)cc1 (stereo not drawn)	96	90	106	113	104	99	114	100	106
CCOC(=O)C(Cl)C(Cl)C(=O)OCC (stereo not drawn)	111	92	118	92	109	109	109	113	113
COc1cc(/C=C/C(=O)c2cccs2)ccc1OCc1ccc(Cl)nc1	101	69	58	80	48	29	100	68	89
CC(C)(O)c1ccccc1-c1ccccc1	113	96	111	110	110	107	109	117	106
C=CC(CC(c1ccccc1)(c1ccccc1)c1ccccc1)N(CC)CC (stereo not drawn)	68	45	55	94	59	59	69	70	72
CC1(C)CC(=O)c2cc3c(N)c(C(=O)Nc4ccccc4Cl)sc3nc2C1	.	106	108	110	110	117	108	122	.
CCOC(=O)c1c(N)nn2c(-c3ccccc3)cc(C)nc12	106	98	108	100	110	108	106	120	110
O=C1NC(=S)NC(=O)C1=Cc1cc(-c2ccc(Br)cc2)n(-c2ccccc2)n1	88	88	86	85	86	91	87	88	97
COc1cc(/C=N/NC(=O)Cn2c(-c3ccc(C)o3)nc3ccccc32)ccc1OCc1ccccc1	90	63	90	81	105	85	103	82	88
C=CCOC(=O)c1ccccc1C(=O)OCC1CO1 (stereo not drawn)	111	98	110	109	118	116	.	114	103
O=C(/C=C\c1ccc([N+](=O)[O-])cc1)OCCCCOC(=O)/C=C/c1ccc([N+](=O)[O-])cc1	110	90	100	100	111	113	114	109	102
N#CCC(=O)NCc1nc2ccccc2[nH]1	102	99	95	99	105	97	108	.	107
Cc1ccc2cccc(O)c2n1	.	92	104	106	114	110	108	117	99
Cc1cccc(C(=O)C(=O)c2cccc(C)c2C)c1C	102	101	108	107	101	111	101	120	107
COc1ccc(Cn2c(-c3nonc3N)nc3cc(C(F)(F)F)ccc32)cc1	39	91	90	67	95	96	95	98	96
Cc1oc(-c2ccc(Cl)cc2Cl)cc1C(=O)Nc1nccs1	7.8*	97	94	80	104	99	109	101	83
CN1CCN(Cc2ccc(NC(=O)c3[nH]ncc3Nc3ncnc4sccc34)cc2)CC1	10	6.1*	6.8*	12	7.1*	5.2*	-1.0*	3.4*	21
COc1ccc(C(=O)C(=O)c2ccc(OC)cc2)cc1	99	91	111	100	.	115	117	101	108
COc1ccc(-c2nn(-c3ccc(Cl)cc3)cc2C2Nc3ccccc3S2)cc1 (stereo not drawn)	98	88	95	97	119	92	102	100	136
CC(C)(C)c1ccc([N+](=O)[O-])cc1[N+](=O)[O-]	106	105	105	109	101	98	94	105	104
Cc1ccc(S(=O)(=O)Oc2ccc(Cl)cc2)cc1	97	128	105	119	109	113	118	111	109
Oc1ccc2c(c1)c1ccccc1c1ncccc21	88	72	90	94	127	90	93	98	100
O=c1[nH]c(SCc2nc3cc(Cl)c(Cl)cc3[nH]2)nc2c1CCC2	87	102	109	113	108	94	106	100	89
C[C@H](c1nc2ccc(Cl)cn2c1NCc1ccccc1)[C@H]1CC[C@H]2[C@@H]3CCC4=CC(=O)CC[C@]4(C)[C@H]3CC[C@]12C	46	35	73	77	84	69	85	59	91
CC(=O)c1ccc(OCc2ccccc2)c(OCc2ccccc2)c1	111	108	109	.	101	98	113	106	101
CCOC(=O)C1(CCC(=O)OCc2ccccc2)CCCCC1=O (stereo not drawn)	118	97	92	104	106	96	115	98	104
N#Cc1c(C(C#N)C#N)nc2sc3cc(Cl)c(Cl)cc3n2c1=N	103	81	100	96	122	105	112	119	110
CCn1cc(C(=O)O)c(=O)c2cc(F)c(N3CCN(C(=O)CCO[N+](=O)[O-])CC3)cc21	103	100	108	109	110	105	98	106	103
COc1ccc(-c2nn(-c3ccccc3)cc2/C=C/C(=O)O)cc1	99	84	90	88	107	88	108	90	90
Cc1nn(-c2nc(-c3ccccc3)c(C#N)c(=O)n2C)c(C)c1N=Nc1ccc(C(=O)O)cc1	91	101	94	104	104	104	76	94	72
CSc1nnc(C2=CC(=O)c3ccccc3C2=O)n1-c1ccc(Cl)cc1	102	81	105	92	101	53	77	96	104
O=C(/C=C/c1cccc(Cl)c1Cl)Nc1ncc(Cc2ccccc2Cl)s1	70	56	27	74	53	29	76	11	80
C=C(Cn1cc(-c2cccc(O)c2)nn1)[C@@H]1CC[C@]2(COC(C)=O)CC[C@]3(C)[C@H](CC[C@@H]4[C@@]5(C)CCCNC(C)(C)[C@@H]5CC[C@]43C)[C@@H]12	80	49	96	82	97	88	95	83	90
C=C(CBr)[C@@H]1CC[C@]2(C(=O)OC)CC[C@]3(C)[C@H](CC[C@@H]4[C@@]5(C)CCC(=O)C(C)(C)[C@@H]5CC[C@]43C)[C@@H]12	83	73	96	86	100	84	109	94	99
CC(C)=CCC/C(C)=C/C=N/NC(=O)C1CCC(=O)N1 (stereo not drawn)	107	96	100	101	106	102	100	102	111
Cc1ccc(-n2nnc(C3=NCCc4c3[nH]c3ccc(Cl)cc43)c2C)cc1	77	62	65	67	87	57	75	83	80

Among those listed so far, these have bromine:
SMILES	OVCAR-4	PC-3	SW-620	OVCAR-8	DU-145	KM12	HCC-2998	OVCAR-3	OVCAR-5
Nc1nn(-c2ccc(Br)cc2)c2cccc[n+]12	96	101	103	95	108	104	114	104	106
O=C1NC(=S)NC(=O)C1=Cc1cc(-c2ccc(Br)cc2)n(-c2ccccc2)n1	88	88	86	85	86	91	87	88	97
C=C(CBr)[C@@H]1CC[C@]2(C(=O)OC)CC[C@]3(C)[C@H](CC[C@@H]4[C@@]5(C)CCC(=O)C(C)(C)[C@@H]5CC[C@]43C)[C@@H]12	83	73	96	86	100	84	109	94	99
